High-throughput results as filed in PubChem BioAssay.
PPARg SRC-1 ag: PPARgamma agonists recruiting SRC-1 coactivator, primary screen, biochemical. Peroxisome proliferator-activated receptor gamma (Homo sapiens), P37231. PPARgamma-SRC-1 coactivator recruitment biochemical assay. activation, % at 8 µM. 200,000 compounds, 0.41% hits; in the data active means activation above about 19%;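 further: 0% = DMSO and 100% = reference agonist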
SRC2 TRFRET art: TR-FRET signal artefacts, primary screen, artefact control for PPARgamma SRC-2 agonist project, biochemical; TR-FRET ratio at 8 µM; TR-FRET artefact counter-screen; active compounds read high; AID 1049, 2008; 200,000 compounds, 0.4% hits; in the data active means TR-FRET ratio above about 2000; further: inactives centre near 1500
L major viab: Leishmania major promastigote growth inhibition, primary screen. Leishmania major promastigotes, resazurin fluorescence viability. inhibition, % at 10 µM. 200,000 compounds, 9% hits; in the data active means inhibition above about 50%;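 further: promastigotes grown with compound for 44 hours at 28 °C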
TLR4 MyD88 comp: inhibitors of TLR4-MyD88 association in cells, primary screen, cell-based, HeLa CL3-4, BLA complementation, FRET ratio; Toll-like receptor 4 (Homo sapiens) + Myeloid differentiation primary response protein …; HeLa CL3-4 TLR4/MyD88 BLA complementation; inhibition, % at 8.4 µM; 200,000 compounds, 0.18% hits; AID 861, 2007; in the data active means inhibition above about 25%;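 further: 0% = vehicle and 100% = reference inhibitor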
ROMK primary: ROMK potassium channel modulators, primary screen, cell-based, thallium flux, MLSMR library | ATP-sensitive inward rectifier potassium channel 1 (Homo sapiens), P48048 | 130,000 compounds, 2% hits | Tet-inducible ROMK, thallium flux fluorescence; actives lie on both sides | B-score at 10 µM;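 active means signal ratio slope over the read window, or its plate-corrected B-score, at least 3 SD from the plate mean, either direction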;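 further: B-score of the F/F0 ratio slope over 7 to 12 s after thallium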
Target sequence (P48048 whole entry, looked up): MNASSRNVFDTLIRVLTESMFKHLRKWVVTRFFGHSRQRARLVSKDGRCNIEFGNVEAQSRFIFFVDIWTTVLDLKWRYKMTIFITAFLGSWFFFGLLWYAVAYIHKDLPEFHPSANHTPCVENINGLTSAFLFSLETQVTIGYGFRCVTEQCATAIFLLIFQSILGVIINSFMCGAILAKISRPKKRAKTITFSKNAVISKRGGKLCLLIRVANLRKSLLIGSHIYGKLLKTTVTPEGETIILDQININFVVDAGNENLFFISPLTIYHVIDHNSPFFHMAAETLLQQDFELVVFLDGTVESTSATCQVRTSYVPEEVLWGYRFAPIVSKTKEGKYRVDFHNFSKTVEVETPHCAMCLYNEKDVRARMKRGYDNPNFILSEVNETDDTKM
bIAP inh: bovine intestinal alkaline phosphatase inhibitors, primary screen, selectivity assay for TNAP inhibitor project, biochemical, bovine IAP, CDP-star luminescence. purified bovine IAP, 30 min. alkaline phosphatase, intestinal [Bos taurus]. AID 1019, 2008. inhibition, % at 20 µM. 190,000 tested, under 10 active;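 active means over 50% inhibition of intestinal alkaline phosphatase at 20 µM in the single-dose screen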
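Incubation: 30 min reaction at room temperature / Material: purified bovine intestinal alkaline phosphatase (IAP) enzyme / Input: enzyme at 1/65,000,000 dilution / Dosing: 20 µM single dose / Signal: CDP-star luminescence signal / Reagent: CDP-star chemiluminescent phosphatase substrate, 30 µM final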
bIAP activator: bovine intestinal alkaline phosphatase activators, primary screen, biochemical, bovine IAP, CDP-star luminescence; alkaline phosphatase, intestinal [Bos taurus]; purified bovine IAP, 30 min; active compounds read high; fold of DMSO-control signal, blank-subtracted; activation factor at 20 µM; 200,000 compounds, 0.17% hits;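 active means activation factor of 2 or more at 20 µM, a signal rise over negative controls twice the positive control's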
PPARg SRC2 recr: agonists of PPARg-SRC-2 recruitment, primary screen, biochemical, HTS; Peroxisome proliferator-activated receptor gamma (Homo sapiens), P37231; PPARgamma LBD-SRC-2 recruitment; activation, % at 8 µM; 200,000 compounds, 0.34% hits; AID 1032, 2008; in the data active means activation above about 22%;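 further: 0% = vehicle and 100% = reference agonist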
S1P3 antagonist: S1P3 receptor antagonists, primary screen, cell-based | Sphingosine 1-phosphate receptor 3 (Homo sapiens), Q99500 | CHO S1P3 NFAT-BLA reporter, FRET fluorescence, antagonist mode | inhibition, % at 4.98 µM | 170,000 compounds, 0.27% hits | AID 485, 2006;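 active means inhibition above the plate cutoff, the mean inhibition of test wells on that plate plus 3 SD, cut at about 28% in these data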;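 further: cells challenged with S1P at its EC80 of 0.8 µM; blue over green emission ratio from cleaved BLA substrate after 4 h stimulation; 0% = S1P-stimulated wells and 100% = unstimulated DMSO-only wells; some compounds past the cut are filed as inactive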
Target sequence (Q99500 whole entry, looked up): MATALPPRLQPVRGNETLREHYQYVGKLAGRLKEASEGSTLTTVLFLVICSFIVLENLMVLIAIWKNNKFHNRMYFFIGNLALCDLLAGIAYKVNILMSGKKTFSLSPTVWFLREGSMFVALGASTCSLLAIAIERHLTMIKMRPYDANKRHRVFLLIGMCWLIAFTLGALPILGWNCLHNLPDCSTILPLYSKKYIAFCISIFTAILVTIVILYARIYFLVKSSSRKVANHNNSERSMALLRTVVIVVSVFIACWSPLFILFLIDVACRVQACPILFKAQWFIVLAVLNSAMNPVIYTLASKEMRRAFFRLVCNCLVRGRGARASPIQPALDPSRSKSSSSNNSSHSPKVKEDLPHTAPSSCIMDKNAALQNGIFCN
Redox H2O2 prof: compounds producing H2O2 with reducing agent – biochemical, NIH compound library profiling, artefact control for MLSCN library redox annotation, primary screen; DTT-dependent redox cycling H2O2, phenol red/HRP absorbance; 100% = 100 µM peroxide control, 0% = buffer; activation, % at 10 µM; 200,000 compounds, 0.03% hits;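 active means activation of at least 50% relative to the plate's high and low controls in the primary single-dose screen; inactive means activation below 50%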;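 further: compound incubated with DTT at 0.8 mM final as the reducing agent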
PPARg SRC3 recr: PPARgamma agonists recruiting SRC-3 coactivator, primary screen, biochemical; Peroxisome proliferator-activated receptor gamma (Homo sapiens), P37231; biochemical PPARgamma/SRC-3 coactivator recruitment assay; activation, % at 8 µM; 200,000 compounds, 0.26% hits; in the data active means activation above about 23%;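 further: 0% = DMSO and 100% = reference agonist; some compounds past the cut are filed as inactive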
Active calls of the source: *; . = not tested or not shown.

Molecule,PPARg SRC-1 ag,SRC2 TRFRET art,L major viab,TLR4 MyD88 comp,ROMK primary,bIAP inh,bIAP activator,PPARg SRC2 recr,S1P3 antagonist,Redox H2O2 prof,PPARg SRC3 recr
O=C(CCCCO)CCCCCCCC[C@H]1N[C@H](CO)[C@H](O)[C@@H]1O[C@@H]1O[C@H](CO)[C@@H](O)[C@H](O)[C@H]1O,2,1491,-6,-8,0.46,10,0.9,-1,-5,0.4,3
CC(C)CCNC(=O)C(c1ccco1)N(CCCO)C(=O)Cn1nnc(-c2ccc(F)cc2)n1 (stereo not drawn),-5,1623,-5,-9,.,0,1,-7,-6,-1.6,-3
O=C(COc1ccccc1C(=O)c1cnn(-c2ccccc2)c1)Nc1ccc2ccccc2c1,5,1694,6,-5,.,25,0.8,6,-22,2.4,3
Cc1ccc(C2NC(=S)NC3=C2C(=O)CCC3)cc1 (stereo not drawn),2,1591,-2,-22,0.0074,5,0.9,6,-6,1.1,4
Cc1sc2nc(CSc3nnnn3-c3ccc(Cl)cc3)[nH]c(=O)c2c1C,0,1532,0,-4,.,26,0.7,-1,-18,0.8,-6
COc1ccc(-c2cc(C(=O)NC(Cc3cc4ccccc4[nH]3)C(=O)O)c(C)o2)cc1OC (stereo not drawn),2,1353,-1,-2,0.6,-9,1.1,0,-22,-9.2,4
Cc1cccc(C(C)C)c1NC(=O)COC(=O)Cc1ccsc1,10,1528,-5,-5,.,-307,4.1*,4,-11,0.0,2
COC(=O)c1ccc(CSc2nnc(SCc3ccc(C(=O)OC)o3)s2)o1,2,1651,-2,-11,.,9,0.9,10,4,0.3,4
CC(=O)Nc1nonc1NC(=O)CSc1ncn[nH]1,5,1554,-6,4,0,-38,1.4,-3,-50,3.6,1
Cc1ccc(S(=O)(=O)N2CCC(C(=O)NCCc3ccccc3)CC2)cc1,5,1487,-2,5,0.34,9,0.9,7,.,0.0,-3
N#CC1(c2ccccc2)CCCN1C(=O)c1ccccc1Cl (stereo not drawn),0,1489,11,-4,-1.6,12,0.9,-2,.,0.2,3
CC(On1c(-c2ccccc2)nc2ccc(Cl)cc21)C(=O)O (stereo not drawn),7,1515,4,1,0.65,-2,1,3,0,-0.7,3
CC(NC(=O)COC(=O)c1ccccc1Nc1ccccc1)c1ccccc1 (stereo not drawn),2,1671,4,-3,.,.,0.3,5,1,0.5,-2
CCC(C)NCCCCOc1ccc(C)cc1[N+](=O)[O-] (stereo not drawn),7,1781,88*,-7,-1.3,4,1,4,.,-0.1,-3
Cc1ccc(S(=O)(=O)NCc2cn3ccsc3n2)c(C)c1,3,1416,-8,18,-0.52,5,1,-5,-14,1.8,-4
COc1ccc(C2/C(=C(/O)c3ccccc3)C(=O)C(=O)N2c2ccccn2)c(OC)c1 (stereo not drawn),9,1611,-5,-8,.,-6,1.1,7,.,1.1,8
COc1ccc(CC(=O)OC(C)CN2CCOCC2)cc1 (stereo not drawn),0,1638,-4,-6,.,4,1,2,11,-0.3,6
Cc1ccc(C2CC(=O)N3CN(Cc4ccco4)CSC3=C2C#N)cc1 (stereo not drawn),0,1378,5,-19,.,11,0.9,-4,3,1.1,6
Cc1nc2ccccc2c2oc(C(=O)NCc3ccc4c(c3)OCO4)cc12,-3,1770,9,-2,.,0,1,17,4,-0.6,9
Cc1cc(Cl)ccc1OCCCC(N)=O,2,1456,-8,-4,.,12,0.9,4,-19,-0.7,6
Cc1ccc(NC(=O)CCC(=O)NNC(=O)c2ccccc2Cl)c(C)c1,-5,1605,-9,-8,-0.47,-15,1.1,6,-8,-1.9,1
O=C(NCc1ccccn1)C1CCN(S(=O)(=O)c2cccs2)CC1,-4,1376,-3,4,.,6,0.9,-11,-84,2.5,-12
COc1ccccc1C(=O)n1nc(-c2ccc(Cl)cc2)nc1N,4,1571,-9,12,0.0074,9,0.9,17,1,0.0,-4
CCOC(=O)C(=O)NNc1ccc(Cl)cc1,14,1454,26,5,-0.046,8,0.9,-3,10,-1.7,-3
COCCNC(=O)c1cc2c(-c3ccccc3F)nn(C)c2s1,-2,1487,3,-2,-0.88,11,0.9,-3,10,-0.3,-4
Cc1c(N2C(=O)/C(=C\C3CC=CCC3)SC2=S)c(=O)n(-c2ccccc2)n1C (stereo not drawn),3,1378,10,25*,-6.6*,11,0.9,-1,-14,-0.6,-1
O=C(c1ccco1)N1CCN(c2ncnc3c2[nH]c2ccc(Cl)cc23)CC1,2,1647,6,-7,-1.2,4,1,-4,0,0.4,1
COC(=O)c1ccccc1NC(=O)CNC(=O)c1ccco1,-4,1486,-1,-4,0.27,11,0.9,5,1,0.6,1
COc1ccc(C)cc1NC(=O)N1CCCc2ccccc21,0,1454,3,-9,-1.4,-9,1.1,0,7,-0.7,-2
CC1CCc2nn(CC(=O)NCc3ccco3)cc2C1 (stereo not drawn),11,1687,-11,0,.,8,0.9,3,-18,0.5,3
N#C/C(=C/c1ccc(-c2ccc(C(=O)O)c(Cl)c2)o1)C(=O)NCC1CCCO1 (stereo not drawn),3,1531,-3,8,.,8,0.9,3,9,0.0,1
Cc1ccc(C(=O)N/C(=C/c2ccc(-c3cc(C(F)(F)F)ccc3Cl)o2)C(=O)NCc2cccnc2)cc1,0,1461,30,10,-0.95,0,1,-4,.,-0.4,-1
COc1ccc(O)c(/C=N/Nc2nc(Nc3ccccc3)nc(-n3nc(C)cc3C)n2)c1,-1,1502,101*,2,1.5,-42,1.4,7,.,-0.2,-5
O=C(CNC(=O)c1cccs1)OCC(=O)c1ccc(Br)cc1,-11,1388,-5,7,0.17,-6,1.1,-3,-7,9.9,-5
Cc1cc2nc(-c3ccc(SCC(=O)Nc4ccc(S(=O)(=O)N5CCCC5)cc4)nc3)[nH]c2cc1C,31*,3000*,5,-13,.,4,1,39*,6,0.0,20
COc1ccccc1-n1c(SCC(=O)Nc2ccccc2F)nc2[nH]ncc2c1=O,3,1488,2,-18,.,-20,1.2,-5,-2,2.2,-8
CN1C(C)(C)CC(NC(=O)CCC(=O)NC2CC(C)(C)N(C)C(C)(C)C2)CC1(C)C,2,1403,-4,13,0.012,.,.,10,-2,0.8,-6
Cc1cc(NC(=O)C23CCC(C)(c4nc5cc(Cl)c(Cl)cc5nc42)C3(C)C)no1 (stereo not drawn),8,1824,-4,12,0.85,.,.,8,-2,-0.4,6
CCC(=O)Nc1ccc(N2CCN(C(=O)c3ccccc3C)CC2)cc1,1,1619,0,-8,.,7,0.9,-1,-22,1.5,-1
COc1ccc(/C=C/C(=O)O)cc1S(=O)(=O)N1CCCc2ccccc21,5,1680,-3,-3,-0.19,-4,1,-2,-3,0.0,2
CC(=O)N1CCN(C(=O)c2cc(C)nc3ccccc23)CC1,-2,1655,-3,1,0.2,4,1,-2,-5,-0.3,0
COc1ccc(OCC(=O)NNC(=O)Cc2coc3cc(OC)ccc23)cc1,7,1593,-5,-16,.,.,0,6,-1,0.4,-4
COc1cc(N2CCCC2)ccc1C=O,-10,1355,-3,6,-0.32,10,0.9,-1,0,-1.0,1
COc1ccc(N(C(=O)c2ccccc2OC(C)=O)C(C)C2CC2)cc1 (stereo not drawn),1,1575,100*,-17,0.31,-4,1,1,.,0.1,3
CCN(CC)S(=O)(=O)c1cccc(NC(=O)c2ccc(SC)cc2OC)c1,6,1709,62*,-8,-0.12,2,1,-8,3,0.2,2
COC(=O)c1ccc(NC(=O)CCS(=O)(=O)c2ccc(Br)s2)cc1,6,1489,-4,-5,.,7,0.9,1,.,-2.9,-3
COc1ccc(-n2ccc(=O)c3c2CCCC3=O)cc1,-1,1408,1,4,0.061,-4,1,0,.,-0.6,11
CCOc1ccc(C(=O)N[C@H](C(=O)Nc2ccc(OC)c(S(=O)(=O)N3CCOCC3)c2)C(C)C)cc1,-4,1597,-7,-4,-0.56,-10,1.1,4,4,-1.8,2
COC(=O)CSc1nc2ccc(NC(C)=O)cc2s1,1,1613,-7,6,.,1,1,12,-2,1.7,8
O=C(CSc1nn(-c2ccccc2)c(=S)s1)Nc1ncccn1,-2,1806,2,-9,.,2,1,2,-4,-0.7,3

(next part)
Molecule,PPARg SRC-1 ag,SRC2 TRFRET art,L major viab,TLR4 MyD88 comp,ROMK primary,bIAP inh,bIAP activator,PPARg SRC2 recr,S1P3 antagonist,Redox H2O2 prof,PPARg SRC3 recr
O=C(CCN1C(=O)C2C3C=CC(C3)C2C1=O)N1CCCCC1 (stereo not drawn),-5,1647,-1,-1,0.18,-9,1.1,5,-12,0.3,-1
Cc1onc(-c2ccccc2Cl)c1C(=O)Nc1cccc(-c2cn3cccnc3n2)c1,10,1383,32,-7,.,6,0.9,6,.,0.4,6
CC(CCc1ccccc1)NC(=O)c1ccc2nc(N3CCOCC3)sc2c1 (stereo not drawn),6,1504,25,6,.,25,0.8,13,11,-0.7,3
CN(C)C(=O)c1noc2cc([N+](=O)[O-])ccc12,-12,1369,-2,7,.,12,0.9,-10,.,1.7,9
COc1ccc(/C=N/S(=O)(=O)c2ccccc2)cc1OC,1,1230,0,-9,-0.98,-8,1.1,-4,-2,0.1,2
Cc1cccc(NC(=O)c2ccc(S(=O)(=O)N(C)C)cc2)c1,3,1465,-4,1,.,23,0.8,-4,-23,-0.6,2
CCOC(=O)c1c(C)nc(-c2ccccc2)nc1NC(=O)C(C)C,-3,1424,14,-3,0.33,0,1,-1,-9,2.7,-2
O=C(N/N=C/c1ccc2c(c1)OCO2)c1ccc(Cn2cc([N+](=O)[O-])cn2)o1,1,1463,87*,-4,-0.48,26,0.7,-4,2,0.0,1
O=C(N/N=C/c1ccsc1)c1cc(O)cc(O)c1,-1,1428,0,4,.,4,1,-10,.,2.8,-6

Whole records as entered above.
Cc1cccc(NC(=O)c2ccc(S(=O)(=O)N(C)C)cc2)c1 is listed as PPARg SRC-1 ag: 3; SRC2 TRFRET art: 1465; L major viab: -4; TLR4 MyD88 comp: 1; ROMK primary: .; bIAP inh: 23; bIAP activator: 0.8; PPARg SRC2 recr: -4; S1P3 antagonist: -23; Redox H2O2 prof: -0.6; PPARg SRC3 recr: 2
CN(C)C(=O)c1noc2cc([N+](=O)[O-])ccc12 is listed as PPARg SRC-1 ag: -12; SRC2 TRFRET art: 1369; L major viab: -2; TLR4 MyD88 comp: 7; ROMK primary: .; bIAP inh: 12; bIAP activator: 0.9; PPARg SRC2 recr: -10; S1P3 antagonist: .; Redox H2O2 prof: 1.7; PPARg SRC3 recr: 9
